Source: PubChem (Fisher Drug Discovery Resource Center)
mcGAS inh: mouse cGAS inhibition by luminescence; AID 1259399; hit rate 0.15% among 160,000; recombinant cGAS, Kinase-Glo ATP depletion luminescence; inhibition, % at 12.5 µM; Q8C6L5;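 further: 0% = negative control wells and 100% = reference inhibitor with no enzyme activity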
hcGAS lum: human cGAS inhibition. recombinant h-cGAS, ATP depletion, Kinase-Glo luminescence. inhibition, % at 12.5 µM. hit rate 0.081% among 290,000. AID 1259398;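 further: 0% = vehicle reaction and 100% = reaction without DNA for no activity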
Target sequence (Q8N884 whole entry, looked up): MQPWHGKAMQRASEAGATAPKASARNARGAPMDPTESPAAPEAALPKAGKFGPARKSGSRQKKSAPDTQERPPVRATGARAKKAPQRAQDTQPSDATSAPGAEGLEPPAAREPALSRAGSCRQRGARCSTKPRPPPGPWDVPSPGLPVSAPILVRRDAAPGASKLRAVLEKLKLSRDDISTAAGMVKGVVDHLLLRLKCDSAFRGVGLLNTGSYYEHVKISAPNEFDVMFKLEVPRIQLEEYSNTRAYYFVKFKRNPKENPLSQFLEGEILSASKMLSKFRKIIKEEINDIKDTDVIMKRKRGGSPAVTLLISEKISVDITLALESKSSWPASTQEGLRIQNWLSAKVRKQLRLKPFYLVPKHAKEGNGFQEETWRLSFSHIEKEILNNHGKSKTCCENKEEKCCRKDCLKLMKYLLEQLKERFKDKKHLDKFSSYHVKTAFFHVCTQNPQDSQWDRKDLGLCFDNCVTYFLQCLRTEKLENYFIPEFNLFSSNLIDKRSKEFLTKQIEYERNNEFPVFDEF
NPYLR7 ag: activates Aedes aegypti NPYLR7 receptor; HEK293T NPYLR7/Galpha15, GCaMP6s calcium fluorescence; activation, % at 10 µM; hit rate 0.15% among 270,000; AID 1259423; in the data active means activation above about 40%;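 further: 0% = vehicle and 100% = reference agonist at the receptor; some compounds past the cut are filed as inactive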
Active calls of the source: *; nt = no result given; & = joins results of further samples. Unless noted, no stated cut-off is given here; in the data, active means inhibition above about 40%; inactive means the rest.

[1] CC(CN(C)CCC(=O)Nc1cc(N)ccc1F)c1ccccc1 (stereo unspecified)
[2] Cc1nnsc1CN(C)C(=O)CCN1CCCCO1
[3] COc1ccc(CC2CCN(C(=O)c3cccc(OC(C)=O)c3C)CC2)cc1
[4] O=C(c1ccccc1[N+](=O)[O-])N(Cc1cccnc1)c1nc2c(Cl)cccc2s1
[5] O=C(c1ccc([N+](=O)[O-])o1)N(CCCN1CCOCC1)c1nc2ccc(Cl)cc2s1
[6] CC(=O)Nc1cncc(-c2ccccc2N(C)C)n1
assay / compound | 1 | 2 | 3 | 4 | 5 | 6
hcGAS lum | -16 | -3 | 0 | 3 | -5 | -10
NPYLR7 ag | 2 | 7 | -1 | -26 | -2 | 0
mcGAS inh | -16 | nt | 2 | -1 | -10 | nt

[7] COc1cc(NCC2(c3ccnc(C4CC4)c3)CC2)cc(OC)c1
[8] CC1=C(C(=O)OCCOc2ccccc2)C(c2ccc(C)s2)NC(=O)N1C (stereo unspecified)
[9] Cc1ccc(C)c(-n2cnnc2SCC(=O)N(C)Cc2ccccc2)c1
[10] COc1cccc(CN(Cc2ccco2)Cc2ccc(C(O)(c3ccc(F)cc3)c3ccc(F)cc3)o2)c1
[11] Cc1cc(N2CCN(c3ccccc3Cl)CC2)nc(SCc2ccc(C(=O)N(C)Cc3ccccc3)o2)n1
[12] COC(=O)COc1ccc2c(=O)c(-c3ccc(Cl)cc3)c(C)oc2c1
assay / compound | 7 | 8 | 9 | 10 | 11 | 12
hcGAS lum | -5 | -4 | -13 | -6 | -5 | -3
NPYLR7 ag | -14 | -9 | 20 | 10 | -2 | -2
mcGAS inh | -8 | -6 | nt | -6 | -5 | -4

[13] CNC(=O)Cc1cc(=O)[nH]c(SCC(=O)Nc2ccccc2C)n1
[14] Cc1ccc(C2(O)CCN(C(=O)COc3ccc4c(c3)OCO4)CC2)nc1
[15] C=CCS(=O)(=O)N1CCC(c2nn(C)c(=O)n2Cc2ccccc2)CC1
[16] COC(=O)NNS(=O)(=O)c1cc(Br)ccc1C
[17] CC(=O)Nc1ccc2oc(-c3cccc(N(C)C)c3)nc2c1
[18] O=C(OCC(=O)N1CCNC1=O)C1=COCCO1
assay / compound | 13 | 14 | 15 | 16 | 17 | 18
hcGAS lum | 0 | -3 | -2 | -7 | -1 | -1
NPYLR7 ag | -19 | 12 | 1 | -1 | -9 | 0
mcGAS inh | -7 | nt | nt | nt | -5 | nt

[19] Cc1ccccc1-n1cc(-c2ccnc(NC3CCOCC3)n2)cn1
[20] CCS(=O)(=O)c1ccc2c(c1)N(Cc1ccc(SC)cc1)C(=O)C(C)O2 (stereo unspecified)
[21] COc1ccc2oc(=Nc3ccc(C(F)(F)F)cc3)c(-c3nc4ccccc4[nH]3)cc2c1
[22] O=C(NCC(c1cccs1)N1CCCC1)c1ccc(S(=O)(=O)N2CCCCC2)cc1 (stereo unspecified)
[23] Cc1cccc(C(=O)Nc2cccc(NC(=O)CN3CCCC3=O)c2)c1
[24] CNCC(=O)NCCc1cnn(-c2ccccc2)c1
assay / compound | 19 | 20 | 21 | 22 | 23 | 24
hcGAS lum | 0 | 0 | -4 | -2 | -10 | -3
NPYLR7 ag | -2 | 7 | 4 | 4 | nt | 3
mcGAS inh | nt | nt | -8 | -3 | -12 | nt

[25] O=C1C(c2ccccc2)=S=C2C(N3CCOCC3)=Nc3ccccc3N12
[26] CCN(CC)C1=CC(=O)OC12CCCCC2
[27] CCS(=O)(=O)Oc1cccc(CN(CC(C)C)C(=O)Nc2ccccc2C)c1
[28] CN1Cc2c(N)cccc2C(c2ccccc2)C1 (stereo unspecified)
[29] Cn1nc(NC(=O)C2CCN(S(C)(=O)=O)CC2)c2c1NC(=O)CC2c1cccs1 (stereo unspecified)
[30] O=C(c1cc(C2CC2)[nH]n1)N1C[C@@H]2C3CCC(CC3)[C@@H]2C1
assay / compound | 25 | 26 | 27 | 28 | 29 | 30
hcGAS lum | 2 | -7 | -6 | -3&0&-7&3 | -5 | 2
NPYLR7 ag | -3 | 2 | -6 | -6&12&-1&7 | -12 | 17
mcGAS inh | nt | nt | -5 | -5&-1 | -13 | nt

[31] CCOC(=O)C1(Cc2ccccc2C(F)(F)F)CCN(C(=O)Cc2nonc2C)CC1
[32] O=C(Cc1ccc(Cl)c(Cl)c1)Nc1ccc(N2CCCC2)cn1
[33] CC(C)Oc1cccc(C(=O)C2CCCN(C(=O)c3cncs3)C2)c1 (stereo unspecified)
[34] CC(C)C1(CNC(=O)c2ccc(Br)s2)CC1
[35] O=C(Nc1c2c(nn1-c1ccc(F)cc1)CS(=O)(=O)C2)C12CC3CC(CC(C3)C1)C2
[36] Cc1ccccc1C(C)NC(=O)CCn1cnc2sc3c(c2c1=O)CCCC3 (stereo unspecified)
assay / compound | 31 | 32 | 33 | 34 | 35 | 36
hcGAS lum | -2 | -4 | -2 | -7&-10 | -2 | -5
NPYLR7 ag | 1 | 3 | -3 | 4&-14 | 6 | 5
mcGAS inh | nt | nt | nt | nt | nt | nt

[37] CC(NC(=O)c1coc(CN(CCN2CCOCC2)Cc2cccc(Oc3ccccc3)c2)n1)c1ccccc1 (stereo unspecified)
[38] Cc1cc(N2CCN(C)CC2)ccc1NC(=O)C1=Cc2ccccc2OC1
[39] O=C(NCCn1nc(-c2cccnc2)ccc1=O)Nc1ccc(C(F)(F)F)cc1
[40] Cc1nc(C(C)C)sc1C(=O)N1CCC2(CC1)CC(C(=O)O)N(C)C2 (stereo unspecified)
[41] O=c1[nH]c2ccccc2c(-c2ccccc2)c1-n1nnc2ccccc2c1=O
[42] O=C(c1cccc(Cn2cccn2)c1)N1CCO[C@@H]2CCCC[C@H]21
assay / compound | 37 | 38 | 39 | 40 | 41 | 42
hcGAS lum | 0 | -5 | -8 | -2 | 0 | -4
NPYLR7 ag | -11 | -7 | 16 | 1 | 3 | 3
mcGAS inh | 1 | nt | nt | -10 | -4 | -20

[43] COc1cc(CN2C(=O)C3(CCC3)ON=C2c2ccccc2)cc(OC)c1
[44] Nc1cnccc1-c1cccc(F)c1
[45] CC(C)(C)c1nc(CN2C[C@H]3C[C@H](O)[C@@H](O)C[C@H]3C2)no1
[46] Cc1ccc(N=CC(C#N)c2nc3ccccc3s2)cc1 (stereo unspecified)
[47] O=C(NC1CCN(c2ccc(OC(F)F)cc2)CC1)c1ccccn1
[48] N#Cc1ccc(N2CCCN(c3cc(Cl)nc(N)n3)CC2)cc1
assay / compound | 43 | 44 | 45 | 46 | 47 | 48
hcGAS lum | -6 | -8 | -6 | -5 | -3 | -5
NPYLR7 ag | 0 | 2 | 13 | -2 | -19 | 11
mcGAS inh | nt | nt | -15 | -7 | nt | nt

Of the compounds above, these contain a thiophene ring, fused or not.
[8] CC1=C(C(=O)OCCOc2ccccc2)C(c2ccc(C)s2)NC(=O)N1C (stereo unspecified)
[22] O=C(NCC(c1cccs1)N1CCCC1)c1ccc(S(=O)(=O)N2CCCCC2)cc1 (stereo unspecified)
[29] Cn1nc(NC(=O)C2CCN(S(C)(=O)=O)CC2)c2c1NC(=O)CC2c1cccs1 (stereo unspecified)
[34] CC(C)C1(CNC(=O)c2ccc(Br)s2)CC1
[36] Cc1ccccc1C(C)NC(=O)CCn1cnc2sc3c(c2c1=O)CCCC3 (stereo unspecified)
assay / compound | 8 | 22 | 29 | 34 | 36
hcGAS lum | -4 | -2 | -5 | -7&-10 | -5
NPYLR7 ag | -9 | 4 | -12 | 4&-14 | 5
mcGAS inh | -6 | -3 | -13 | nt | nt

Reprinted, nos. 45 to 48
[45] CC(C)(C)c1nc(CN2C[C@H]3C[C@H](O)[C@@H](O)C[C@H]3C2)no1
[46] Cc1ccc(N=CC(C#N)c2nc3ccccc3s2)cc1 (stereo unspecified)
[47] O=C(NC1CCN(c2ccc(OC(F)F)cc2)CC1)c1ccccn1
[48] N#Cc1ccc(N2CCCN(c3cc(Cl)nc(N)n3)CC2)cc1
assay / compound | 45 | 46 | 47 | 48
hcGAS lum | -6 | -5 | -3 | -5
NPYLR7 ag | 13 | -2 | -19 | 11
mcGAS inh | -15 | -7 | nt | nt

Further entries follow.
[49] O=c1n(Cc2ccccc2F)nc(C2CCCNC2)n1-c1ccccc1 (stereo unspecified)
[50] Cc1c(C(=O)N(C)C2CCCCC2)c(C(F)(F)F)nn1C1CCCN(C)C1 (stereo unspecified)
[51] COc1nc(-c2ccccc2C)n(-c2ccc(NC(=O)/C=C/c3ccccc3)cc2)n1
[52] CN(Cc1cc(-c2ccccc2)no1)Cc1nc(-c2ccc3c(c2)OCO3)no1
[53] CCN(Cc1ccc(C(=O)Nc2cc(C)cc(C)n2)cc1)[C@H]1COC[C@@H]1O
[54] Clc1nc2c(Cl)ccc(Cl)c2s1
assay / compound | 49 | 50 | 51 | 52 | 53 | 54
hcGAS lum | -6 | -2 | -3 | -9 | -8 | 5
NPYLR7 ag | 10 | 6 | 12 | 12 | 23 | 0
mcGAS inh | -13 | nt | -6 | nt | -8 | -4

[55] CCN(CCO)c1nc(-c2ccc(F)cc2)cs1
[56] COc1cc(C(=O)Nc2c3c(nn2-c2ccccc2C)CS(=O)(=O)C3)cc(OC)c1OC
[57] O=C(c1cnc2sc3ccccc3n12)C(F)(F)F
[58] Cc1ccc(C(=O)N2CCC3(CCCN(Cc4ccc(F)cc4)C3)C2)cn1 (stereo unspecified)
[59] CC1(C)C(=O)NCCN1C(=O)CC(c1cccc(Cl)c1)c1ccccc1O (stereo unspecified)
[60] CCC(C)CN(CC)C(=O)c1csc(Cc2ccccc2F)n1 (stereo unspecified)
assay / compound | 55 | 56 | 57 | 58 | 59 | 60
hcGAS lum | -5 | -6 | -3 | -7 | -11 | -6
NPYLR7 ag | 4 | -3 | 1 | 9 | 4 | 0
mcGAS inh | nt | nt | nt | nt | nt | nt

[61] Cc1c(C(=O)N2CCCC2)nnn1-c1nonc1N
[62] Cc1ccc(-c2ccc(CCC(=O)NCCCN3CCCC3=O)n2-c2ccc(CC#N)cc2)c(C)c1
[63] COc1ccc(F)cc1C(=O)C1CCCN(Cc2cnc(N3CCOCC3)s2)C1 (stereo unspecified)
[64] Cc1cc(F)ccc1S(=O)(=O)NCC(C)N1CCCCC1C (stereo unspecified)
[65] O=C(c1ccc(F)cc1Cl)N1CCCC(O)(CO)CC1 (stereo unspecified)
[66] CCS(=O)(=O)Nc1cccc(-c2nc3cccnc3s2)c1C
assay / compound | 61 | 62 | 63 | 64 | 65 | 66
hcGAS lum | 1 | 16 | -5 | -7 | -4 | 7
NPYLR7 ag | 6 | -1 | 7 | 6 | 2 | -8
mcGAS inh | -5 | 3 | -9 | nt | -9 | 3

[67] COCC1CCCCN1Cc1nc(Cc2cccc(F)c2)no1 (stereo unspecified)
[68] Fc1cnc(NC2CCN(Cc3ccccc3)C2)nc1N1CCOCC1 (stereo unspecified)
[69] Cc1cc(NS(=O)(=O)c2c(F)cccc2F)ccn1
[70] O=C(NCCCn1nc(-c2ccncc2)ccc1=O)c1ccccc1F
[71] C=c1[nH]n(Cc2ccccc2)c(=O)/c1=C/c1ccc(N(C)C)cc1
[72] CCc1cnccc1NC(=O)c1cnn(C)c1-n1c(C)ccc1C
assay / compound | 67 | 68 | 69 | 70 | 71 | 72
hcGAS lum | -10 | -4 | 3 | -7 | -4 | -9
NPYLR7 ag | 3 | 0 | -32 | 10 | 2 | 3
mcGAS inh | -11 | -7 | nt | nt | nt | nt

[73] COc1ccc(C(=O)C2CCCN(Cc3cc4ccccc4o3)C2)c(OC)c1 (stereo unspecified)
[74] COC(=O)CNC(c1ccccc1)c1cc(Br)ccc1NC(C)=O (stereo unspecified)
[75] CCCCc1nn(-c2ccccc2C(F)(F)F)c(=O)n1Cc1ccc(-c2ccccc2S(=O)(=O)NC(=O)c2sccc2C)cc1
[76] COc1ccc2c(c1)C1CC(C)(NC(=O)C1S(=O)(=O)c1ccc(C)cc1)O2 (stereo unspecified)
[77] Cn1cnnc1Sc1ccc(CN2CCCC(C(=O)c3ccc(Cl)cc3)C2)o1 (stereo unspecified)
[78] CC(=O)C1(C)CC2(CC(C)(C)OC2=O)C(=O)O1 (stereo unspecified)
assay / compound | 73 | 74 | 75 | 76 | 77 | 78
hcGAS lum | -13 | -3 | -3 | -5 | 1 | 5&0
NPYLR7 ag | 15 | -2 | -16 | 5 | -3 | -1&2
mcGAS inh | nt | -7 | nt | -5 | -12 | -6

[79] CCOC(=O)CNc1c(-c2ccc(C(F)(F)F)cc2)nc2ccc(Cl)cn12
[80] Cc1cc(C)n(-c2n[nH]c(=O)c3ccccc23)n1
[81] Cn1c(Cc2csc(NC(=O)c3ccc(Cl)o3)n2)n[nH]c1=S
[82] O=C(NN=Cc1ccc(N2CCOCC2)s1)NN=Cc1ccc(N2CCOCC2)s1
[83] CN(CCc1ccccc1)C1CCCN(C(=O)c2ccccc2Cl)C1 (stereo unspecified)
[84] CCOc1ccc(CN2C(=O)C(C)C(C)C2=O)nc1 (stereo unspecified)
[85] O=C(CNC(=O)N1CCC(Cc2cccc(F)c2)CC1)N1CCCCC1
[86] CN(c1ncccc1CNC(=O)c1cnc2c(c1)nnn2C)C1CCCCC1
assay / compound | 79 | 80 | 81 | 82 | 83 | 84 | 85 | 86
hcGAS lum | 0 | 0 | -5 | -3 | -7&-8 | 3 | -6 | -10
NPYLR7 ag | 22 | -5 | 0 | 3 | 4&1 | -2 | 2 | nt
mcGAS inh | -6 | -3 | nt | nt | nt | nt | nt | -13
